mHTT CaM bind: mutant huntingtin-calmodulin interaction inhibitors – biochemical, AlphaScreen, primary screen; AID 1671202, 2021; 3.6% of 190,000 active; AlphaScreen His-mHTT/GST-CaM binding, luminescence; inhibition, % at 15 µM;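 also: 0% = both proteins with DMSO and 100% = one protein alone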
Pf apPOL inh: Pf-apPOL inhibitors, biochemical, fluorescence; inhibition, % at 10 µM; AID 1794808, 2022; 0.25% of 210,000 active; Recombinant Pf-apPOL, molecular beacon fluorescence, 1.5 h; Plasmodium falciparum apicoplast DNA polymerase (apPOL)
* hit, by the source's call; i = inactive; . = no result given; & = joins results of further samples. Rule as the data show it: active = inhibition above about 50%; inactive = the rest. Rows are unselected; about 3.5% have a hit in one of these screens.

SMILES	mHTT CaM bind	Pf apPOL inh
COc1cccc(NC(=O)N2CCN(C3=CC4=NCC(C)N4C=N3)CC2)c1 (stereo not drawn)	6	-6
O=S(=O)(c1ccc(C2CCCCC2)cc1)n1nnc2ccccc21	-5	4
CCNc1nc(OC)nc(Oc2ccc(/C=N/O)cc2)n1	i	3
O=[N+]([O-])c1ccc(/C=C/c2ccc3ccccc3n2)s1	31	-8
O=C(Nc1ccc(OC(=O)N(c2ccccc2)c2ccccc2)cc1)N1CCOCC1	26	2
CC1=C(C(=O)Nc2ccc(C)cc2C)C(c2ccccc2OC(F)F)n2nnnc2N1 (stereo not drawn)	2	-2
Cc1ccc(S(=O)(=O)N2CCN(c3ccccc3F)CC2)cc1	-8	-6
N=c1n(N)c2ccccc2n1CC(=O)c1ccccc1	0	-6
Cc1c(Cl)cccc1NC(=O)c1cc2ccccc2oc1=O	-4	-3
CC(C)CNC(=O)C1CCc2nc(N3CCN(C(=O)C4CCC4)CC3)sc2C1 (stereo not drawn)	-6	-3

Next section
SMILES	mHTT CaM bind	Pf apPOL inh
C=CCc1c(C)nc(-c2ccccc2)nc1NN	4	-8
Cc1cc(C)c2nc(NC(=O)c3cccc([N+](=O)[O-])c3)sc2c1	3	4
COc1ccc(S(=O)(=O)N2CCCN(C3CCN(CC4CC4)C3=O)CC2)cc1Cl (stereo not drawn)	8	-4
O=C1CSC(c2ccc(F)cc2)N1c1ccc(Cl)c(Cl)c1 (stereo not drawn)	-32	-3
CC(C)CCNC(=O)C1CCCN(S(=O)(=O)N2CCCCCC2)C1 (stereo not drawn)	-4	-8
COc1ccc(Cl)cc1NC(=O)CN1CCCC(COCc2ccccc2)C1 (stereo not drawn)	-41	-5
O=C1C=CC(=NOC(=O)c2cccc([N+](=O)[O-])c2Br)C=C1	4	-3
CS(=O)(=O)N(CC(=O)Nc1ccc(S(=O)(=O)N2CCCCC2)cc1)c1ccc(F)cc1	8	-13
CCCC1=NN2C(=N)/C(=C/c3ccc(-c4ccc(C(=O)O)cc4)o3)C(=O)N=C2S1	-2	5
CC(C)(C)c1ccccc1OCCCCn1ccnc1	33	-2

Remaining list, next part:
SMILES	mHTT CaM bind	Pf apPOL inh
COc1ccc(OCC(=O)N2CCC3(CC2)Nc2cccnc2NC3=NC(C)(C)C)cc1	16	-1
CCCCCCCc1c(C)[nH][nH]c1=O	.	-12
Cc1ccccc1-c1nnc(SCc2ccc(C(F)(F)F)cc2)o1	-46	0
CCn1cc(C(=O)O)c(=O)c2cc(OC)ccc21	0	4
O=c1cc(-c2ccccc2Cl)oc2c(Br)ccc(O)c12	13	3
O=[N+]([O-])c1ccc(CNc2cccc(Cl)c2)s1	25	5
O=C(NC1CCCCC1)c1cnn2c1NC(c1ccccc1)CC2C(F)(F)F (stereo not drawn)	2	-2
COCc1cc(C)nc2sc(C3=NC(C)(C)Cc4ccccc43)c(N)c12	58*	-4
O=C1CC(Cc2ccc(Br)cc2)C(=O)N1CCc1ccc2c(c1)OCO2 (stereo not drawn)	-7	-3
O=C(NCCn1ncc2c(=O)n(Cc3cccc(C(F)(F)F)c3)cnc21)C1CCCC1	-19	-12

Next part:
SMILES	mHTT CaM bind	Pf apPOL inh
O=c1c2c([nH]c3nc4ccccc4n13)CCCC2	-4&-1	-10
O=C(NCc1cccnc1)c1cc2n(n1)CCCN(Cc1ccccc1)C2=O	-2	2
CC(=O)N1CCN(C(=O)CN2CCN(c3ccccc3)CC2)CC1	2	-1
OCCNC1CCCc2c1[nH]c1ccc(Br)cc21 (stereo not drawn)	32&16	-99&4
Cc1ccccc1NC(=O)CN1CCCCC1c1nc(-c2ccc(F)cc2)no1 (stereo not drawn)	-9	0
CCCN1CCN(c2ncc3c(n2)CCN(Cc2cc(F)cc(F)c2)C3)CC1	11	-1
COc1ccc(C)cc1NC(=O)N1CCCC2(C1)Nc1cccnc1NC2=NC1CCCC1 (stereo not drawn)	7	-6
Cc1cccc(CN2CCCn3nc(C(=O)NCc4ccco4)cc3C2=O)c1	-3	-1
Cc1ccc(-c2nc(C3CCN(S(=O)(=O)c4cc(C)ccc4C)CC3)no2)cc1	-7	-1
c1ccc2[nH]c(CSc3nc4ccccc4o3)nc2c1	1&-2	1&-4

Reprinted from the results shown (four entries):
SMILES	mHTT CaM bind	Pf apPOL inh
CCCN1CCN(c2ncc3c(n2)CCN(Cc2cc(F)cc(F)c2)C3)CC1	11	-1
COc1ccc(C)cc1NC(=O)N1CCCC2(C1)Nc1cccnc1NC2=NC1CCCC1 (stereo not drawn)	7	-6
Cc1cccc(CN2CCCn3nc(C(=O)NCc4ccco4)cc3C2=O)c1	-3	-1
Cc1ccc(-c2nc(C3CCN(S(=O)(=O)c4cc(C)ccc4C)CC3)no2)cc1	-7	-1

(listing goes on)
SMILES	mHTT CaM bind	Pf apPOL inh
O=C(Nc1ccc(Br)c2cccnc12)c1ccccc1[N+](=O)[O-]	2	0
C=CCN(CC=C)S(=O)(=O)c1ccc(C(=O)Nc2c(C(N)=O)oc3ccccc23)cc1	15	-2
Cc1c(C(=O)Nc2nnc(C(C)(C)C)s2)cccc1[N+](=O)[O-]	0	-1
CCn1cc(C(=O)Nc2cccc3ccc(OC)nc23)c(=O)c2ccc(C)nc21	-15	6
COc1ccc2nc(N3CCCC(C(=O)NCCC4=CCCCC4)C3)[nH]c2c1 (stereo not drawn)	15	-7
C=CCN1C(=O)C(C)NC12CCN(S(=O)(=O)c1ccc(F)cc1)CC2 (stereo not drawn)	0	-2
Cc1ccc(CN2C(=O)NC3(CCN(C(=O)Cc4ccccc4C)CC3)C2=O)cc1	4	-8
Cc1cc(Cl)ccc1NC(=O)c1ccccc1[N+](=O)[O-]	.	-2
CC(C)Oc1ccc(C2CC(=O)NNC2=O)cc1 (stereo not drawn)	-6	-2
O=C(C1=C(O)C(=O)N(CCCN2CCOCC2)C1c1ccc(Cl)cc1)c1ccco1 (stereo not drawn)	19	-18

Compound profiles, as listed above:
Shown for Cc1ccc(CN2C(=O)NC3(CCN(C(=O)Cc4ccccc4C)CC3)C2=O)cc1 → mHTT CaM bind: 4; Pf apPOL inh: -8
Shown for Cc1c(C(=O)Nc2nnc(C(C)(C)C)s2)cccc1[N+](=O)[O-] → mHTT CaM bind: 0; Pf apPOL inh: -1

(continued)
SMILES	mHTT CaM bind	Pf apPOL inh
C[C@H]1[C@@H](NC(=O)C2CCOC2)CC[C@@]23CCCN2C(=O)CCC[C@@H]13 (stereo partly drawn)	4	-2
Cc1cc2nc(-c3ccc(N)cc3)oc2cc1C	20	-2
NS(=O)(=O)c1cccc(-c2ccc(C3Nc4ccccc4-c4nc5ccccc5n43)o2)c1 (stereo not drawn)	.	-18
CCOC(=O)N1CCN(CC(O)COc2ccc(C34CC5CC(CC(C5)C3)C4)cc2)CC1 (stereo not drawn)	21	-5
O=C(Nc1ccc(NC(=O)c2ccccc2)c(Br)c1)c1ccc(Cl)c([N+](=O)[O-])c1	2	6
Clc1ccc(C2=CC(c3ccco3)n3ncnc3N2)cc1 (stereo not drawn)	20&5	-7&-5
Nc1ccc2c(c1)COC2=O	-3	.
CCC(=O)Nc1ccc(C(=O)c2ccccc2)cc1	4	-3
COc1ccc(Cn2c(SCC(=O)N3CCCC3)nc3c(sc4ccccc43)c2=O)cc1	-6	-4
COc1ccc(-c2cc(-c3cc(OC)ccc3O)[nH]n2)cc1	72*	-3

2 of the compounds above, field by field.
Nc1ccc2c(c1)COC2=O
- mHTT CaM bind = -3
- Pf apPOL inh = .

CCOC(=O)N1CCN(CC(O)COc2ccc(C34CC5CC(CC(C5)C3)C4)cc2)CC1 (stereo not drawn)
- mHTT CaM bind = 21
- Pf apPOL inh = -5

The results go on:
SMILES	mHTT CaM bind	Pf apPOL inh
CCSc1nc(O)cc(=O)n1CC	-8	-1
O=C(NCc1ccccn1)C1CC(=O)N(CCc2c[nH]c3ccc(F)cc23)C1 (stereo not drawn)	47	-3
Cc1nc2cc(N)ccc2s1	0	8
COc1ccc(NC(=O)c2nn3c(c2Cl)NC(c2ccco2)CC3C(F)(F)F)cc1OC (stereo not drawn)	45	-4
CCCN1CCn2cc(C(=O)NCc3ccccc3F)nc2C1	11	-4
Cc1cc2c(cc1C)C(c1ccccc1F)CC(=O)N2 (stereo not drawn)	0	-10
COc1ccc(CC(=O)Nc2ccc(N3CCCCS3(=O)=O)cc2)cc1OC	-4	-2
CC(=O)N1c2c(cc(Br)cc2S(=O)(=O)Nc2cc(Cl)ccc2C)CC1C (stereo not drawn)	3	-4
CCOc1ccc(-c2nc(C(=O)N(C)CC)cs2)cc1	-5	-20
COc1cccc(NS(=O)(=O)c2cc3c(s2)CCN(C(=O)C2CCC2)C3)c1	2	-8

Additional structures follow:
SMILES	mHTT CaM bind	Pf apPOL inh
O=C(CN1CCC2(CC1)N=C(c1ccc(F)cc1)C(=O)N2)Nc1ccccc1C(F)(F)F	-10	-4
CCN1c2cc(C)ccc2-n2cccc2C12CCN(C(=O)Nc1cc(F)ccc1F)CC2	51*	1
Cc1ccc(NC(=O)C2CCCN(C(=O)c3ccc(Cl)cc3)C2)cc1C (stereo not drawn)	29	-7
CC(C)[C@H](N)C(=O)OCC(CO)OCn1cnc2c(=O)[nH]c(N)nc21 (stereo partly drawn)	.	-12
CCOC(=O)N1CCN(C(=O)c2ccc(N(Cc3ccccc3Cl)S(C)(=O)=O)cc2)CC1	29	-8
CN1C(=O)CC(C(=O)Nc2cccc(Cl)c2)SC1=Nc1cccc(F)c1 (stereo not drawn)	5	-2
COc1ccc2c(=O)c(-c3ccccc3OC)coc2c1	-1	-7
CCOc1ccccc1CNC(=O)CCCc1cn(C)c2ccccc12	27	-13
O=c1cc(Nc2ccccc2)c2ccccc2s1	-1	-4
COCCC1CCN(C(=O)c2ccc(C)cc2)CC1	-1	0

(listing goes on)
SMILES	mHTT CaM bind	Pf apPOL inh
CC(=O)NS(=O)(=O)c1ccc(NC(=O)c2ccc(Cl)cc2Cl)cc1	4	-3
COc1ccc(C(=O)N2CC3CC2CC3NS(=O)(=O)c2ccccc2)cn1 (stereo not drawn)	2	3
NC(=O)CSc1nnc(-c2ccncc2)o1	3	4
COc1ccc(NC(=O)CC23CC4CC(C2)CC(c2ccccc2)(C4)C3)cc1	-16	0
COc1ccc(NC(=O)Cn2c(=O)n(-c3ccc(C)c(F)c3)c(=O)c3sccc32)cc1Cl	-4	-2
Cc1ccc(S(=O)(=O)N=C(CN2CCOCC2)N2CCCCC2)cc1	-5&-4	-1&0
Cc1ccc(Cn2cnc3sc4c(c3c2=O)CCC4)c(C)c1	0	-4
O=c1oc2c(Cl)cc(Cl)cc2cc1-c1nc2ccccc2[nH]1	-7	-3
O=C1OC(c2ccccc2F)=N/C1=C/c1cccc([N+](=O)[O-])c1	6	0
CC1(C)C2CCC1(C)C(OCC(O)CN1CCc3ccccc3C1)C2 (stereo not drawn)	22	0

(cont.)
SMILES	mHTT CaM bind	Pf apPOL inh
COc1cc2c(C(=O)O)c(C)oc2cc1Br	-6&-5	-1&1
FC(F)(F)c1ccc(-c2csc(C3(c4ccc(Cl)cc4Cl)CC3)n2)cc1	.	0
CCCC1c2cccn2CCN1C(=O)Nc1cc(Cl)ccc1OC (stereo not drawn)	4	-11
COc1cccc(NC(=O)CN2CCC(c3nc(-c4cccc(F)c4)no3)CC2)c1	-4	-4
NC(=O)c1ccc(NC(=O)c2cnccn2)cc1	-2	-3
Cc1ccc(NC(=O)Cn2nc(N3CCCCCC3)c3ccccc3c2=O)cc1F	-1	-2
O=S(=O)(Nc1ccc(Cn2cncn2)cc1)c1ccccc1F	6	3
COc1ccc(N2C(=O)CCC2=O)cc1	-2	0
Nc1nonc1-c1noc(-c2cc([N+](=O)[O-])nn2Cc2ccccc2)n1	2	-9
N=C1SCC(=O)N1c1ncc(Cc2ccccc2Cl)s1	12	-4

Next section.
SMILES	mHTT CaM bind	Pf apPOL inh
COc1ccc(C2CN(C(=O)C(C)C)CC2C(=O)NC2CC2)cc1 (stereo not drawn)	1	1
CCSc1nnc(-c2nn(C)c3c2CN(C(=O)c2cc(C)ccc2C)CC3)n1C	1	-1
COc1ccc(-c2cc3n(n2)CCCN(C(=O)c2cccs2)C3)cc1OC	21	-14
COc1cc(C=C2Oc3cc(C)cc(O)c3C2=O)cc(OC)c1OC	42	-1
CCNc1cc(N2CCC(CCC(=O)NCc3ccc(F)c(Cl)c3)CC2)ncn1	-1	-5
O=C(Cc1ccccc1)Nc1ccc(O)c(-c2nc3ccccc3s2)c1	4	4
Cc1ccc(C)c(NC(=O)C2CCCN(c3nc4c(s3)c(C)nn4-c3ccccc3)C2)c1 (stereo not drawn)	5	-6
COc1cc2c(cc1OC)C(c1ccc([N+](=O)[O-])cc1)NC(=O)C2 (stereo not drawn)	10	-2
O=C(CSc1nccn(-c2ccc(F)c(Cl)c2)c1=O)Nc1cc(F)ccc1F	-2	5
C=CCOc1ccc(S(=O)(=O)c2ccc(OCC=C)cc2)cc1	-15	6

Later entries:
SMILES	mHTT CaM bind	Pf apPOL inh
O=C1C(=O)N(CCN2CCCCC2)c2ccccc21	3	8
Cc1c(Cl)cccc1NC(=O)C(=O)NCc1ccccc1Cl	-4	-2
CCc1nc(-c2cccnc2N2CCCC(C(=O)NCc3cccc(C)c3)C2)no1 (stereo not drawn)	7	-3
CN1CCN(CC(O)COC2CCCC2)CC1 (stereo not drawn)	-5	-5
Cn1c(C2CCN(C(=O)Nc3ccc(Cl)cc3F)CC2)cc(=O)n2nccc12	-9	-4
Cn1c(=O)c2c(ncn2CC(=O)NCc2ccccc2)n(C)c1=O	-3	-8
CCN(CCCNC(=O)C1CCC(=O)N1Cc1ccccc1Cl)c1cccc(C)c1 (stereo not drawn)	40	-38
COc1ccc(-c2cccc(-c3cc(=O)oc4cc5c(cc34)OCO5)c2)cc1	-3	-5
